LDHA inh: qHTS assay for inhibitors of human lactate dehydrogenase; activity change, % (values are at about 110 or 230 µM); purified LDHA, NADH/diaphorase-resazurin fluorescence; hits give low values; hit rate 0.15% among 480,000; L-lactate dehydrogenase A chain (Homo sapiens), P00338; in the data active = activity change below about -30%; inconclusive = mostly about -25% to -30%;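 also: plate controls were DMSO wells for no effect and wells without enzyme for full effect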
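LDH5 2 nM; NADH 0.06 mM, pyruvate 0.2 mM; 200 mM Tris pH 7.4, EDTA, Tween-20; 5 min RT. Detection: diaphorase 0.133 mg/mL + resazurin 37 µM, fluorescence ex540/em590 at 0 and 20 min; normalized to enzyme-free and DMSO wells.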
Pol kappa inh: qHTS for Inhibitors of Polymerase Kappa | DNA polymerase kappa (Homo sapiens), Q9UBT6 | AID 588579, 2011 | Potency, µM (highest dose often 107 µM), for the others: at the highest dose activity, negative = inhibition, most hits filed as inhibitors | hit rate 0.53% among 400,000 | purified Pol kappa, fluorescent DNA synthesis assay, 10 min; also: potency is read from the fitted curve at half-maximal effect; % is scaled to controls: 0 for no effect and ±100 for the full control effect
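Kinetic fluorescence readout at 0 and 10 min followed reaction start with substrate at 50 nM final. Beforehand, enzyme (10 nM Pol kappa) stood 15 min with compound at room temperature; buffer-only wells were negative controls.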
RGS4 inhibitor: Inhibitors of Regulator of G Protein Signaling (RGS) 4: qHTS; Regulator of G-protein signaling 4 (Homo sapiens), P49798; Transcreener GDP fluorescence polarization, RGS4-accelerated GTP hydrolysis; Potency, µM (series often up to 114 µM), for the others: at the highest dose activity change, negative = inhibition, actives largely listed as inhibitors; hit rate 0.039% among 390,000; also: potency is read from the fitted curve at half-maximal effect; % is scaled to controls: 0 for no effect and ±100 for the full control effect; nearly all actives have a fitted effect of over 75% in size; some results filed as inactive show a strong effect at the top dose
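MLSMR compounds (23 nl, pin-transferred) preincubated 10 min at room temperature with a 500nM (2x) first reagent, then RGS4 at 900nM (2x) plus Transcreener GDP mix added; fluorescence polarization (620/688 nm) read before and after 90 min at 30 °C.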
12-LOX inh: Primary qHTS assay for inhibitors of human arachidonate 12S-lipoxygenase (ALOX12): Round 2; Polyunsaturated fatty acid lipoxygenase ALOX12 (Homo sapiens), P18054; purified 12hLO, xylenol orange hydroperoxide absorbance; Potency, µM (top dose mostly 108 µM), for inactives: at the top dose activity change, negative = inhibition, actives largely listed as inhibitors; hit rate 1.1% among 580,000; AID 1671190, 2021; also: potency is read from the fitted curve at half-maximal effect; % is scaled to controls: 0 for no effect and ±100 for the full control effect
Target sequence (P18054 whole entry, looked up): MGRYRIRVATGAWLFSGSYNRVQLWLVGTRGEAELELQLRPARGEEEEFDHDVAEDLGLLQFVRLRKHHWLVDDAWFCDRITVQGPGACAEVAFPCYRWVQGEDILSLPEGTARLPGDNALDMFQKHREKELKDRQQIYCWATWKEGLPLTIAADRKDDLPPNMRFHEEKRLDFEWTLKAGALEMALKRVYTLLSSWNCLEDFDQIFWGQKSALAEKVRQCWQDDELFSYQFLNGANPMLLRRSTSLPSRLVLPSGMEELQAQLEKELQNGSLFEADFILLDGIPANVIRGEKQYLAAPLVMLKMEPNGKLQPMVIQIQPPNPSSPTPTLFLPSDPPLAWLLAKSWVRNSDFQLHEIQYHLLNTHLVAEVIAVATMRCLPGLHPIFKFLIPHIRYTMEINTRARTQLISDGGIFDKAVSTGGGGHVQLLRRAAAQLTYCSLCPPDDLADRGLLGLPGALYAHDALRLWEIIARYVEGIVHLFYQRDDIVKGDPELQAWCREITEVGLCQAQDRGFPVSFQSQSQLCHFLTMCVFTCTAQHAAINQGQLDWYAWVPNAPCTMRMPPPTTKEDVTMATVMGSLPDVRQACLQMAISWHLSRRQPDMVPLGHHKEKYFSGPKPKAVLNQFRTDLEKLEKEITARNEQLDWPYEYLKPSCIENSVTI
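Purified human 12hLO (150 nM final) in 25 mM Hepes, 0.01% Triton X-100, pH 7.0 was preincubated 15 min at room temperature with compound. Then 40 uM arachidonic acid was added, 30 min. Hydroperoxide was read by Fe-XO absorbance ratio 573/405 nm.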
ERG-DNA inh: qHTS for Small Molecule Inhibitors of the ERG Ets/DNA interaction. Transcriptional regulator ERG (Homo sapiens), P11308. fluorescence polarization, His-ERG Ets domain / labelled DNA. Potency, µM (doses to about 76.9 µM), for inactives: top-dose FP activity, negative = inhibition, actives largely listed as inhibitors. hit rate 0.028% among 370,000. AID 624246, 2012; active = well fitted inhibition curve with a large enough effect in the polarisation, with a control signal flat; inconclusive = small, poorly fitted or top-dose-only effect, or effect the other way, or a change in a side signal; inactive = no such curve, though single readings can be large or run the other way; the % refers to the polarisation;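 also: polarization taken with two DNA probes labelled with fluorescein and Texas red; potency is read from the fitted curve at half-maximal effect; % of control where 0% means no effect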
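His-tagged ERG Ets domain (1 uM in the protein solution; 300mM KCl, 50mM Tris-HCl, 1mM EDTA, 1mM DTT, pH 7.5) received compound, then a probe mix of 5 nM fluorescein-DNA and 100nM Texas-615-DNA. Fluorescence polarization was read for both dyes.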
Pol beta inh: qHTS Assay for Inhibitors of DNA Polymerase Beta; P06746; Pol beta primer extension/strand displacement, fluorescence kinetic; Potency, µM (highest dose often 114 µM), inactives show at the top dose activity change, negative = inhibition, most hits filed as inhibitors; hit rate 1.3% among 340,000; AID 485314, 2010; also: potency is read from the fitted curve at half-maximal effect; % is scaled to controls: 0 for no effect and ±100 for the full control effect
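Homogeneous kinetic assay of primer extension and strand displacement by 10 nM Pol beta, preincubated 15 min at room temperature with compound before 50 nM substrate (final) was added. Read at 0 and 10 min; four-parameter Hill fit.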
Apoferritin bind: qHTS Assay for Identification of Novel General Anesthetics; hit rate 0.074% among 350,000; apoferritin/1-aminoanthracene competitive binding, fluorescence; Ferritin light chain (Equus caballus), P02791; Potency, µM (doses to about 77.5 µM), inactives show at the highest dose activity change, negative = displacement, actives largely listed as inhibitors; also: potency is read from the fitted curve at half-maximal effect; % is scaled to controls: 0 for no effect and ±100 for the full control effect; nearly all actives have a fitted effect of over 20% in size
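In PBS, apoferritin at 10 uM is loaded with 1-AMA from a 50% saturated solution. After 10 min of compound exposure at ambient temperature, reduced 535 nm fluorescence indicates probe displacement.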
APEX1 inh: qHTS Assay for Inhibitors of the Human Apurinic/apyrimidinic Endonuclease 1 (APE1). DNA repair nuclease/redox regulator APEX1 (Homo sapiens), P27695. recombinant APE1, TAMRA/BHQ-2 abasic DNA cleavage fluorescence. Potency, µM (doses to about 65.8 µM), for inactives: top-dose activity change, negative = inhibition, usual class: inhibitors. hit rate 0.35% among 350,000. AID 2517, 2012;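 also: potency is read from the fitted curve at half-maximal effect; plate controls were vehicle for no effect and reference inhibitor for full effect; nearly all actives have a fitted effect of over 55% in size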
Target sequence (P27695 whole entry, looked up): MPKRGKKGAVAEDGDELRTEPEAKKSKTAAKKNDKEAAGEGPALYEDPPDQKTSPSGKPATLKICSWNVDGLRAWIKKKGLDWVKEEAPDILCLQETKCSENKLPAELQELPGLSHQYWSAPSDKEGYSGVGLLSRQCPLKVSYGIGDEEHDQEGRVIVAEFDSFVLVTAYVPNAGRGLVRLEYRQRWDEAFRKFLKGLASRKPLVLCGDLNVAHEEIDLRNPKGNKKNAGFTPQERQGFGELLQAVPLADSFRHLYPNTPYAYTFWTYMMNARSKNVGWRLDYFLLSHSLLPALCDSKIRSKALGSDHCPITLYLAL
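Kinetic fluorescence read (525 ex/598 em nm, three reads 60 s apart) of AP-site incision; signal = third minus first read. Enzyme 0.75 nM, dual-labelled THF duplex 50 nM, compound preincubation 15 min RT.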
Pol eta inh: qHTS for Inhibitors of Polymerase Eta; Potency, µM (highest dose often 114 µM), for inactives: at the top dose activity change, negative = inhibition, hits mostly inhibitors; hit rate 1.2% among 390,000; recombinant Pol eta, fluorescent DNA replication assay; DNA polymerase eta (Homo sapiens), Q9Y253; also: potency is read from the fitted curve at half-maximal effect; % is scaled to controls: 0 for no effect and ±100 for the full control effect
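Pol eta at 10 nM preincubated with compounds 15 min at room temperature; reaction started with fluorescent substrate (50 nM final) and read kinetically at 0 and 10 min.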
Numbers without * were called inactive; u = inconclusive; x = not tested or not shown; & = joins results of further samples; [ ] = remark or other dose. Unless noted, calls follow the shape of the dose curve; as a rule, active = well fitted curve in the direction sought with a large enough effect; inconclusive = small, poorly fitted or top-dose-only effect, or another doubt; inactive = no such curve, though single readings can be large; an effect the other way counts as inactive or inconclusive. These rows are one share of the data. The share of hits here may be higher or lower than overall.

SMILES	LDHA inh	Pol kappa inh	RGS4 inhibitor	12-LOX inh	ERG-DNA inh	Pol beta inh	Apoferritin bind	APEX1 inh	Pol eta inh
Cc1c(N=Cc2cc3c(cc2Cl)OCO3)c(=O)n(-c2ccccc2)n1C	-4	0%	-5%	-36%	-18%	-13%	-6%	0%	-6%
CCOC(=O)/C(=N/Nc1ccc(Cl)cc1)S(=O)(=O)c1ccccc1	0	-18%	27%	-6%[57.4 µM]	x	2%	u	-1%	-11%
CCCOc1ccc(CNC(=O)C2CCN(c3nc4ccccc4nc3C(F)(F)F)CC2)cc1	-7	4%	11%	-6%	-8%	27%	-7%	x	-1%
Cc1cccc(-c2ncc(S(=O)(=O)C(C)(C)C)c(N)n2)c1	-4	-6%	13%	10%	3%	9%	8%	-1%	-1%
Cc1ccc2nc(-c3ccncc3)cc(C(=O)Nc3ccc(OC(F)F)cc3)c2c1	-6	-10%	u	0%	-4%	8.9µM*	-20%	18%	u
O=C1C2C3C=CC(C4CC34)C2C(=O)N1/N=C/c1ccc(-c2ccc(F)cc2[N+](=O)[O-])o1 (centres undefined)	3	-25%	-2%	-10%	0%	14%	u	0%	-16%
O=[N+]([O-])c1cc(/C=N\Nc2ccccn2)ccc1Cl	-5	-11%	-4%	u	-7%	7%	-5%	11%	-6%
O=C(CN1CC(c2ccccc2)CC1=O)OCc1ccccc1F (centres undefined)	-1	1%	6%	2%	10%	-2%	-5%	13%	-13%
COCCCNC(=O)CSc1nc2c(sc3ccccc32)c(=O)n1CCCC(=O)NCC1CCCO1 (centres undefined)	-1	-13%	-8%	-3%	-16%	9%	-1%	4%	4%
CC(Sc1nc2ccccc2[nH]1)C(=O)O (centres undefined)	-6	-9%	-24%	-23%	-5%	1%	-4%	0%	-11%
COCCNc1nnc(SCC(=O)NNC(=O)c2ccc([N+](=O)[O-])cc2)s1	4	2%	-3%	u	10%	x	x	11%	-14%
Cc1n[nH]c(=O)c2c(NC(=O)CSc3ccccc3Cl)oc(C)c12	6	-15%	-30%	u	x	x	x	-9%	0%
COC(=O)CN1C(=O)S/C(=C/c2cc(C)n(C)c2C)C1=O	0	-9%	-10%	u	8%	11%	u	1%	-3%
O=C(CN1C(=O)NC2(CCCc3ccccc32)C1=O)NCc1cccs1 (centres undefined)	-10	-3%	0%	-3%	-16%	x	x	33%	-9%
CCCN(CCC)C(=O)c1c[nH]c2ccc(S(=O)(=O)Nc3cc(C)cc(C)c3)cc2c1=O	5	-29%	17%	u	u	0%	-24%	x	-2%
CCSC1=C(C#N)C(c2ccc3c(c2)OCO3)C2=C(CCCC2=O)N1 (centres undefined)	-5	0%	-28%	u	0%	2%	-23%	3%	-16%
O=C(NCC(c1ccc2c(c1)OCO2)N1CCN(c2ccccc2)CC1)c1ccccc1 (centres undefined)	-1	-5%[60.1 µM]	-1%	-17%	0%	-16%	3%	x	-13%
NCCCCCCCCCCN	x	-8%[60.1 µM]	9%[56.9 µM]	x	x	9%[57.1 µM]	x	-2%	-2%[57.1 µM]
CSc1ccc(CCNC(=O)c2ccc(-c3nc(COc4ccc(C)cc4)c(C)o3)cc2)cc1	-2	4%	-1%	-19%	-1%	8%	-12%	x	1%
COc1ccc(N(CC(=O)N/N=C/c2cccnc2)S(=O)(=O)c2ccccc2)c(OC)c1	-3	-12%	5%	6%	-13%	24%	-18%	25%	-23%
CCOC(=O)C1=C(C)N(CC)C(=S)NC1c1ccccc1OC(F)F (centres undefined)	2	-23%	0%	-15%	-1%	-1%	u	10%	2%
c1coc(CN2CNc3nc4ccccc4n3C2)c1	2	-10%	-16%	152%[activator]	-3%	-12%	0%	-1%	-2%
Cc1ccc(NC(=O)CSc2nnc3scc(-c4ccc(Cl)cc4)n23)cc1	-15	2%	7%	-21%	4%	26%	-9%	x	x
Cc1cc(C(=O)NC2CCCC2)c2ccccc2n1	-12&-8	-4%	19%	1%&-4%	10%	18%	-1%	-6%	6%
CSc1nc2ccc3nc(NC(=O)c4ccc(Cl)s4)sc3c2s1	-1	-20%	0%	x	4%	-18%	7%	14%	-14%
(list continues)
SMILES	LDHA inh	Pol kappa inh	RGS4 inhibitor	12-LOX inh	ERG-DNA inh	Pol beta inh	Apoferritin bind	APEX1 inh	Pol eta inh
Cc1ccc(NC(=O)C2COc3ccccc3O2)cc1S(=O)(=O)N1CCCCC1 (centres undefined)	0	-3%	-3%	28%	-6%	x	x	-10%	-25%
CCCOC(=O)c1ccc(NC(=O)C2C3CCC(C3)C2C(=O)O)cc1 (centres undefined)	-9	-6%	9%	-11%	-6%	0%	-16%	19%	-10%
CCOC(=O)C1CCCN(CC(=O)c2ccc(F)cc2)C1 (centres undefined)	-22	-6%	-19%	u	-10%	-8%	1%	6%	-20%
O=C(Nc1ccc(O)cc1)/C(=C\c1ccncc1)NC(=O)c1ccccc1	2	-8%	u	2%	7%	1%	-14%	u	-8%
COc1ccc(C(=O)Nc2ccccc2C(=O)NC(C)C)cc1OC	-3	-10%	u	0%[57.4 µM]	-6%	1%	-8%	18%	7%
CC1(C)CC(CC(=O)NC(=S)Nc2ccc([N+](=O)[O-])cc2)C(=O)O1 (centres undefined)	-1	0%	-35%	u	-2%	11%	-23%	u	-10%
O=c1[nH]c(C2CCN(S(=O)(=O)/C=C/c3ccccc3)CC2)nc2c1nnn2Cc1ccccc1	-10	-9%	26%	-18%	-1%	2%	-9%	7%	3%
CCOc1ccc(-c2nc(CSCC(=O)NCCc3ccccc3)c(C)o2)cc1	3	-8%[60.1 µM]	16%	7%	-14%	8%	11%	x	-11%
Cc1cc(C)c(NC(=O)Cn2cc(S(=O)(=O)Cc3ccccc3F)c3ccccc32)c(C)c1	-31*	-20%	6%	u	9%	5%	5%	x	-9%
O=C(NCc1ccccn1)c1n[nH]c(=O)c2ccccc12	-2	-16%	29%	-1%	0%	28%	4%	4%	-1%
Cn1c(CNC(=O)c2cccs2)nnc1SCC(=O)Nc1ccc(Cl)cc1	-2	-3%	-21%	-28%	-11%	28%	-4%	17%	-5%
O=C(CSc1ncccn1)Nc1ncc(C(F)(F)F)cc1Cl	0	6%	-4%	-9%	0%	-22%	-7%	0%	2%
CN(C(=O)COC(=O)c1ccccc1NC(=O)c1ccco1)C1CCS(=O)(=O)C1 (centres undefined)	-6	-9%	-36%	-12%	-13%	29%	-3%	u	-26%
CCOc1ccc(CNCc2ccc(C(=O)O)cc2)cc1OC	-2	1%	-8%	0%	-4%	9%	-2%	17%	-2%
O=C(O)CCC(=O)Nc1ccc(S(=O)(=O)N2CCCC2)cc1	-9	0%	2%	20%	12%	8%	-3%	1%	-1%
O=C(CSCc1ccc(Cl)cc1)NN=C1CCCC1	0	-12%	-15%	-14%	-6%	38%	u	-1%	-15%
Cc1ccc(NC(=O)NCCOCCn2c(=O)oc3ccccc32)c(C)c1	-6	-1%	18%	-11%	5%	50%	-9%	x	4%
O=C(NCC(c1ccco1)N1CCCCC1)c1ccc(S(=O)(=O)Nc2ccccc2)cc1 (centres undefined)	-9	2%	-14%	-22%	3%	x	x	-14%	-16%
CC1(C)CC(=O)C(C=NCCC2=CCCCC2)=C(O)C1	-3	4%[60.1 µM]	-8%	5%	x	6%	-15%	20%	-4%
Cc1sc2nc(SCC(=O)Nc3ccc(S(N)(=O)=O)cc3)[nH]c(=O)c2c1C	-9	-16%	-20%	0%	-4%	25µM*	-5%	11%	u
CCOc1ccc(N=C2Sc3nc4ccc(C)cc4cc3CN2CCOC)cc1	-3	-14%	3%	1%	3%	15%	-4%	11%	u
O=c1ccc2c(-c3ccccc3S(=O)(=O)O)c3ccc(O)c(O)c3oc-2c1O	13	0.71µM*	u	0%	19%	x	x	0.095µM*	-98%
O=C(NCCc1ccccc1)C1CCC(CNS(=O)(=O)c2ccc(F)cc2)CC1 (centres undefined)	-5	-2%	-6%[56.9 µM]	2%	0%	16%	-2%	7%	-24%
Clc1ccc(OCCN2CCOCC2)cc1Cl	-17	-2%	-38%	u	3%	15%	-20%	33%[activator]	-11%
CC(C)NC(=O)COc1coc(CN2CCN(c3ccccc3F)CC2)cc1=O	0	-4%	-4%	6%	5%	8%	1%	5%	-23%
CCC(C)(C)n1nnnc1CN(Cc1cc2cc(OC)ccc2[nH]c1=O)C1CCCC1	-2	-4%	-5%	0%	x	7%	24%	0%	-15%

Screening data: PubChem BioAssay, National Center for Advancing Translational Sciences (NCATS)
